Screening results: PubChem BioAssay, several laboratories
KCNQ1 block: inhibitors of human KCNQ1 potassium channel. P51787. CHO-K1 KCNQ1, FluxOR thallium flux fluorescence; stronger effect = higher value. B-score at 10 µM. actives 1.3% (n = 310,000);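 active means compounds whose thallium flux B-score, printed positive for inhibition, exceeds three library SD while starting fluorescence stays within three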;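 further: channel opened by potassium depolarization with thallium stimulus after 20 min compound exposure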
TMEM16A act: activators or potentiators of mouse TMEM16A chloride channel; Q8BHY3; HEK293 TMEM16A/YFP-H148Q/I152L, iodide quench fluorescence; stronger effect = lower value; B-score at 10 µM; AID 623877; actives 0.3% (n = 340,000);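 active means fluorescence-ratio B-score plate-corrected deviation score at least 3 library SD below zero, with starting fluorescence score within 5 deviations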;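 further: channel opened by trigger with iodide after compound preincubation; score built on the fluorescence ratio of max minus min over baseline; more negative score means more quench and so TMEM16A activation or potentiation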
TMEM16A inh: mouse TMEM16A channel inhibition, primary screen | Q8BHY3 | normalized B-score (activity score, 25-100; higher = stronger inhibition) at 10 µM | HEK293 TMEM16A/YFP iodide influx fluorescence, ionomycin | actives 1.2% (n = 310,000);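 active means ratio plate-corrected score three or more library SD toward inhibition, starting fluorescence score within five deviations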;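 further: score derived from kinetic fluorescence span divided by baseline fluorescence per well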
HDAC3 inh: blocks human histone deacetylase 3 | inhibition, % at 8.3 µM | actives 0.15% (n = 320,000) | O15379 | recombinant HDAC3, fluorogenic peptide/trypsin coupled, fluorescence; in the data active means inhibition above about 26%, passing the limit was not always enough
Target sequence (O15379 whole entry, looked up): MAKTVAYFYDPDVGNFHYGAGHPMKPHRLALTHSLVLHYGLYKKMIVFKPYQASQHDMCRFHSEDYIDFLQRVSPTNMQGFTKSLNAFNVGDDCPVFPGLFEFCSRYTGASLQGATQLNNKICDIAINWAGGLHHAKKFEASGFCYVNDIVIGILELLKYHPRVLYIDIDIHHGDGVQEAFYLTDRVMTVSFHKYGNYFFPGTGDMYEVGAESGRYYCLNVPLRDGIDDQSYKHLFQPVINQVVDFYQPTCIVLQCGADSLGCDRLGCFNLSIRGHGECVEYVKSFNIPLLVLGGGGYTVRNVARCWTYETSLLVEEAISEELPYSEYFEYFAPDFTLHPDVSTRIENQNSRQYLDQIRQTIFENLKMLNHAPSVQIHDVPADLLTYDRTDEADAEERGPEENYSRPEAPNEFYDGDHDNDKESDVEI
KCNK9 block: human KCNK9 channel inhibition; B-score at 10 µM; Q9NPC2; actives 1.2% (n = 310,000); AID 488922; HEK293 KCNK9, FluxOR thallium flux fluorescence; stronger effect = lower value;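 active means ratio B-score over 3 SD below the library mean, with starting fluorescence within 5 SD of its mean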;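 further: negative B-score means less thallium flux so channel inhibition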
Target sequence (Q9NPC2 whole entry, looked up): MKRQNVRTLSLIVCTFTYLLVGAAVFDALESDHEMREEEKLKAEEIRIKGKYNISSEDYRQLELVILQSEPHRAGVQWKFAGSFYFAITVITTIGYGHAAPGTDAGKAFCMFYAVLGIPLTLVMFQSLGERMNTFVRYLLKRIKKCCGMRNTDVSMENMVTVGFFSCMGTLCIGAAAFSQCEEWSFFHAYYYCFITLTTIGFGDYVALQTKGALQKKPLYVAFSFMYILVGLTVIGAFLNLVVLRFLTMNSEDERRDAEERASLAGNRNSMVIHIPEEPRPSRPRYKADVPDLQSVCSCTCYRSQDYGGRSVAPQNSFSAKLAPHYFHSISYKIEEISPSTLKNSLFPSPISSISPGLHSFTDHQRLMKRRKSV
KCNK3 inh: human KCNK3 channel inhibition, primary screen | O14649 | CHO-KCNK3 thallium flux, FluxOR fluorescence; stronger effect = lower value | B-score at 10 µM | actives 0.84% (n = 340,000);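 active means B-score under library mean minus 4 SD, starting fluorescence ratio at most library mean plus 5 SD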;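 further: more negative B-score means stronger inhibition of thallium flux through KCNK3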
KCNQ1 pot: potentiators or activators of human KCNQ1 potassium channel. P51787. CHO-K1 KCNQ1, thallium flux FluxOR fluorescence; stronger effect = higher value. B-score at 10 µM. actives 0.35% (n = 310,000). AID 2648;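 active means fluorescence ratio B-score, a plate-corrected score, at least three library SD, with initial intensity B-score within 5 SD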
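assay system = CHO-K1 cells stably expressing KCNQ1 | medium = assay buffer, equal DMSO in all wells | timing = 37 °C overnight plating, 90-min dark dye load, 20-min compound pretreatment | measured by = kinetic FluxOR thallium fluorescence, 10-s 1-Hz baseline, 110-s post-stimulus read | measure = fluorescence change relative to baseline, converted to B score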
RGS4 inh: human RGS4 inhibition. P49798. HEK293 M3R/RGS4 inducible, Fluo-4 calcium flux; stronger effect = higher value; triggered by carbachol at its EC20. B-score at 10 µM. actives 0.45% (n = 310,000);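 active means B-score, a plate-corrected calcium signal, over three deviations above library mean, with baseline fluorescence within five deviations of library mean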;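 further: RGS4 expression induced by doxycycline in cells with stable M3 receptor; B-score is computed from the integrated fluorescence ratio over baseline after carbachol; higher B-score means a larger calcium signal and so more RGS4 inhibition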
Target sequence (P49798 whole entry, looked up): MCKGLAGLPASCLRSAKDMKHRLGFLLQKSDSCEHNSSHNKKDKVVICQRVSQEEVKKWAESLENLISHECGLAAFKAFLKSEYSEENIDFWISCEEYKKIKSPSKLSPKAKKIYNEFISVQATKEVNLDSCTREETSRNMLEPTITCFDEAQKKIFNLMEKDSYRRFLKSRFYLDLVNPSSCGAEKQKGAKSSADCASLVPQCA
SKKanGAS inh: blocks kanamycin growth of S. pyogenes SKKanGAS strain; inhibition, % at 7.5 µM; BacTiter-Glo, 6 h; actives 1.3% (n = 300,000);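 active means mean replicate score, as percent of positive control median, at least 50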;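 further: strain carries kanamycin resistance gene driven by streptokinase promoter and grows in 40 µg/ml kanamycin; loss of luminescence reflects streptokinase promoter inhibition or plain growth inhibition; 0% = median of DMSO wells and 100% = positive control at its reference dose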
hERG rescue: shields human hERG channel from block by proarrhythmic agents; Q12809; CHO-hERG, FluxOR thallium flux, dofetilide IC70 present; activation (rescue from dofetilide block), less the hit threshold, % at 10 µM; actives 0.51% (n = 310,000);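 active means activation above the mean of controls blocked by dofetilide plus 5 SD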;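 further: thallium influx through hERG after potassium depolarization seen as dye fluorescence rise; in these data hits start at about 4.7%; inactives centre near -7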
RGS4 act: potentiators or activators of RGS4. HEK293 M3R/inducible RGS4, carbachol calcium flux Fluo4; stronger effect = lower value. B-score at 10 µM. actives 0.92% (n = 310,000). AID 463111;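 active means B-score of the integrated calcium signal more than 4 SD below the library mean, with starting fluorescence not abnormally high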;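 further: negative B-score means reduced calcium response which marks RGS4 activation or potentiation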
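Detection: kinetic calcium fluorescence imaging with Fluo4-AM dye, 2 µM / Material: HEK293 cells with stable M3R and inducible RGS4 / Schedule: recording 10 s baseline at 1 Hz, 100 s post-agonist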
Active calls of the source: *; i = inactive; / = no result given.

SMILES	KCNQ1 block	TMEM16A act	TMEM16A inh	HDAC3 inh	KCNK9 block	KCNK3 inh	KCNQ1 pot	RGS4 inh	SKKanGAS inh	hERG rescue	RGS4 act
S=c1[nH]nc(-c2ccccn2)n1/N=C/c1ccccc1	i	i	i	9	i	i	i	i	4	-5	i
CC(=O)CSc1nnc(-c2cnccn2)n1-c1ccccc1	i	i	/	/	i	i	i	i	-9	-7	i
O=C(NN1C(=O)c2ccccc2NC1c1ccc([N+](=O)[O-])o1)c1ccc([N+](=O)[O-])cc1 (stereo not drawn)	i	i	i	0	i	i	i	i	15	-10	i
O=C(CCCCN1CCCCC1)c1ccc2c(c1)Cc1ccccc1-2	i	i	i	5	i	i	i	i	13	-20	i
CN1CCN(C(=O)c2cnn(-c3ccccc3)c2NC(=O)c2ccccc2)CC1	i	i	i	-2	i	i	i	i	0	-6	i
CCSc1nnc(NC(=O)NC2CCCCC2)s1	i	i	i	5	i	i	i	i	0	-9	i
COCCOC(=O)c1c(C)oc2ccc(OC(=O)c3ccco3)cc12	i	i	i	0	i	i	i	i	-2	-10	i
CC(C)c1ccc(NC2CCCN(C(=O)c3cccc4nccnc34)C2)cc1 (stereo not drawn)	i	i	i	-5	i	i	i	i	-2	-6	i
Cc1ccc(C(OCCN(C)C)c2cccc(C(F)(F)F)c2)cc1 (stereo not drawn)	i	i	i	-1	i	i	i	i	6	-8	i
CN(C)c1ccc(NC(=O)c2ccc([N+](=O)[O-])cc2Cl)cc1	i	i	i	-4	i	i	i	i	-13	-5	i
COc1ccc(CC(=O)Nc2ccc(S(=O)(=O)Nc3nc(C)cc(C)n3)cc2)cc1	i	i	i	-4	i	i	i	i	/	-4	i
COC(=O)CCCC(=O)N(C)CC1CCCN(CCc2ccccc2C)C1 (stereo not drawn)	i	i	i	4	i	i	i	i	1	-3	i
CC1CC(C)(C)NC(=S)N1CCC(=O)N1CCN(c2ccccc2)CC1 (stereo not drawn)	i	i	i	-11	i	i	i	i	0	-4	i
COc1ccc2c(c1)Cc1sc(NC(=O)c3ccccc3)nc1-2	i	i	i	5	i	i	i	i	12	-5	i
COc1ccc(C2=NS(=O)(=O)N(C)C(C(=O)N(C)Cc3ccccc3)=C2)cc1OC	i	i	i	/	i	i	i	i	-2	-11	i
COc1cccc(OCCNC(=O)Nc2cc(F)c(F)cc2Cl)c1	i	i	i	0	i	i	i	i	-4	6.1*	i
C[C@@H]1CC=C[C@H]2[C@H]1C(=O)N(Cc1ccccc1)[C@H]2c1ccc2ccccc2c1/C=C/c1ccccc1	i	i	i	-8	i	i	i	i	27	-5	i
CC1=CC(C)C2C(=O)N(CCCN(C)C)C(=O)C2C1 (stereo not drawn)	i	i	i	-3	i	i	i	i	-5	-1	i
CCC(=O)OCc1c(C(F)(F)F)nn(C)c1Oc1cccc(C(F)(F)F)c1	i	i	i	2	i	i	i	i	4	-7	i
CC(=O)c1cc2c(cc1N(C(=O)Cn1nnc3ccccc31)C(C(=O)NCCC(C)C)c1cccnc1)OCO2 (stereo not drawn)	i	i	i	-7	i	i	i	i	-5	-3	i
c1coc(-c2nnc(-c3ccco3)nn2)c1	i	i	i	11	i	i	i	i	10	2	i
CCN(CC)C(=O)C(=O)c1cccn1-c1cccc(-n2cccc2C(=O)C(=O)N(CC)CC)c1C#N	i	i	i	4	i	i	i	i	0	-12	i
O=C(NC(=S)Nc1ccccc1N1CCCC1)c1ccccc1Br	i	i	i	0	i	i	16*	i	81*	14*	i
CCCOc1ccc(/C=N/NC(=O)CN(c2ccc(OCC)cc2)S(C)(=O)=O)cc1	i	i	i	-2	i	i	i	i	7	-12	i
NC(=O)N1CCC2(CC1)NC(=O)N(c1ccccc1)N2	i	i	i	-7	i	i	i	i	7	-2	i
CCSc1nnc(NC(=O)CCc2ccc(OC)cc2)s1	i	i	i	-1	i	i	i	i	-11	-4	i
Cn1c(=O)c2c(nc3n2CC(COc2ccc(Cl)cc2)O3)n(C)c1=O (stereo not drawn)	i	i	i	-7	i	i	i	i	-7	-7	i
COc1ccc(C(=O)NNC(=O)CSc2nnc(C)n2C)cc1	i	i	i	-5	i	i	i	i	-2	-2	i
OCC1(Cc2ccccc2C(F)(F)F)CCN(Cc2ccc3c(c2)CCO3)CC1	i	i	i	0	i	i	i	i	0	-10	-10*
Cc1ccn2cc(CCNC(=O)C3CCCCC3)nc2c1	i	i	i	-11	i	i	i	i	4	-5	i
Nc1c(C(=O)Nc2ccccc2F)sc2nc(-c3cccnc3)ccc12	i	i	i	3	i	i	i	i	3	-8	i
CCCN(C(=O)c1cccs1)c1nnc(-c2ccncc2)s1	i	i	i	0	i	i	i	i	-7	-5	i
CC1CN(S(=O)(=O)c2cccc(C(=O)N(CCc3ccccc3)Cc3ccccc3)c2)CC(C)O1 (stereo not drawn)	i	i	i	1	i	i	i	i	2	-8	i
CC1CCCN(CC(O)COc2ccc3c(c2)OCO3)C1 (stereo not drawn)	i	i	i	2	i	i	i	i	-17	-10	i
CC(=O)c1ccc(N2C(=O)C3C4C=CC(CC4)C3C2=O)cc1 (stereo not drawn)	i	i	i	1	i	i	i	i	-5	-2	i
Cc1ccc(C)c(C(=O)Nc2cc(C)nn2-c2nc(C)cc(C)n2)c1	i	i	i	5	i	i	i	i	48	-6	i
Cn1c(SCC(=O)Nc2ccc(F)cc2)nc2c(c1=O)SCC2	i	i	i	/	i	i	i	i	8	-9	i
CCn1c(=O)cc(OCC(=O)NCCCN2CCCC2=O)c2ccccc21	i	i	i	5	i	i	i	i	2	-9	i
Cc1ccnc(Nc2nc3ccccc3o2)n1	i	i	i	/	i	i	i	i	7	-11	i
CN(CC(=O)N1CCCC1)S(=O)(=O)c1ccc2ccccc2c1	i	i	i	0	i	i	i	i	-19	-6	i
CC1(C)CC(=O)C2=C(C1)Nc1ccccc1NC2c1ccc2c(c1)OCO2 (stereo not drawn)	i	i	i	-1	i	i	i	i	0	-18	i
CC1=CC(C)(C)N2C(=O)C3(C(C#N)=C(N)OC4=C3C(=O)CC(C)(C)C4)c3cccc1c32 (stereo not drawn)	i	/	/	/	i	/	i	i	-2	-13	i
Cc1cccc(NCCC(=O)c2ccc(Br)cc2)c1	i	i	i	-1	i	i	i	i	0	-6	i
CN(Cc1ccon1)C(=O)CC1C(=O)NCCN1Cc1ccc(F)c(F)c1 (stereo not drawn)	i	i	i	2	i	i	i	i	3	-12	i
CCOC(=O)c1cc(CC)sc1NC(=O)COC(=O)c1ccccn1	i	i	i	2	i	i	i	i	9	-11	i
Cc1ncc(CO)c2c1Oc1nc(-c3ccccc3)nc(SCC(=O)Nc3cccc(O)c3)c1C2	i	i	i	0	i	i	i	i	23	-9	i
Cc1nc2ncnn2c(C)c1Cc1ccc(Cl)cc1F	i	i	i	5	i	i	i	i	-3	-7	i
CN(C)S(=O)(=O)N1CCC(Oc2ccc(C(=O)NC3CCCCC3)cc2)CC1	i	i	i	-1	i	i	i	i	7	-10	i
Cc1ccc(-c2csc(NC(=O)CCCc3cccs3)n2)cc1	i	i	i	-2	i	i	i	i	-4	-8	i
Nn1c(SCc2cc([N+](=O)[O-])cc3c2OCOC3)nnc1-c1cccnc1	i	i	i	4	i	i	i	i	-7	-3	i
Other structures
SMILES	KCNQ1 block	TMEM16A act	TMEM16A inh	HDAC3 inh	KCNK9 block	KCNK3 inh	KCNQ1 pot	RGS4 inh	SKKanGAS inh	hERG rescue	RGS4 act
O=C(NCCN1CCOCC1)c1cc(Sc2ccccc2Cl)nc2ccccc12	i	/	i	-1	i	/	i	i	5	-9	i
O=C(CSc1nnc(CNC(=O)c2cccs2)o1)Nc1ccccc1C(F)(F)F	i	i	i	-5	i	i	i	i	-7	-8	i
CC(=O)c1cccc(NC(=O)CSCc2ccc(Br)cc2)c1	i	i	i	4	i	i	i	i	-13	-5	i
CC(OC(=O)C1CSC2(c3ccc(F)cc3)CCC(=O)N12)C(=O)NC(N)=O (stereo not drawn)	i	i	i	-6	i	i	i	i	-4	-6	i
Cc1ccc(N(CC(=O)Nc2ccc3c(c2)OCCO3)S(=O)(=O)c2c(C)n[nH]c2C)cc1	i	i	i	-3	i	i	i	i	-3	-8	i
CCc1c(C(=O)N/N=C/c2cn[nH]c2-c2ccc(F)cc2)csc1C	i	i	i	-4	i	i	i	i	-2	-6	i
O=C1CCC(C(=O)Nc2cc(C(F)(F)F)ccc2-n2cncn2)=NN1	i	i	i	-1	i	i	i	i	1	-5	i
CC(/C=C/c1ccccc1)=N/NC(=O)c1nc2nc(C)cc(C)n2n1	i	i	i	/	i	i	i	i	-11	-3	i
Cc1ccc(C(=O)Cn2c(=N)n(N)c3ccccc32)cc1	i	i	i	-5	i	i	i	i	-4	-5	i
O=C(Nc1ccc(Cc2ccncc2)cc1)C1CC1	i	i	i	-4	i	i	i	i	3	-8	i
COc1cccc(CN2CCN(C(=O)c3cc(-c4cccnc4)nc4ccc(C)cc34)CC2)c1	i	i	i	1	i	i	i	i	-4	-14	i
CC1=C(C(=O)Nc2ccccc2F)C(c2ccsc2)C2=C(CC(c3ccccc3)CC2=O)N1 (stereo not drawn)	i	i	i	2	i	i	i	i	14	-10	i
O=c1[nH]c(=S)[nH]c2c1C(c1ccc(Br)cc1)c1c([nH]c(=S)[nH]c1=O)O2	i	i	i	5	i	i	i	i	5	0	i
N#CCSc1nnc(SCC#N)s1	i	i	i	/	i	i	i	i	4	-2	i
COc1nonc1NC(=O)CSc1nc2ccccc2[nH]1	i	/	i	9	i	i	i	i	-5	-10	i
Nc1c(N)c2ccccc2oc1=O	i	i	i	0	i	i	i	i	-6	-2	i
CCn1c(SCC(=O)Nc2sc3c(c2C(N)=O)CCC(C)C3)nnc1-c1ccco1 (stereo not drawn)	i	i	i	6	i	i	i	i	3	-8	i
CCN(CC)CCCNC(=O)c1cc(-c2cccc(Cl)c2)on1	i	i	i	-1	i	i	i	i	1	-10	i
CCC(C)(C#CCN1CCCCC1)OC(C)=O (stereo not drawn)	i	i	i	1	i	i	i	i	-14	-1	i
Cn1c(N)c(C(=O)Nc2ccc3ccccc3c2)sc1=S	i	i	i	5	i	i	i	i	-2	-17	i
CC1(C)NC(=O)N(CC(=O)OCC(=O)c2ccc(F)cc2)C1=O	i	i	i	-2	i	i	i	i	4	-9	i
